# Assay outcomes from PubChem BioAssay.
# LYP phosphatase: inhibitors of LYP phosphatase, biochemical, fluorescence intensity, uHTS (AID 1779); recombinant LYP phosphatase, fluorescence intensity; higher % means a stronger effect; one-dose inhibition, % at 11.5 µM; IC50 in µM for titrated hits; hit rate 0.054% among 290,000; in the data active = inhibition above about 50%;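 note: plate controls were vehicle with enzyme for no effect and no enzyme for full effect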
# * = called active by the depositor.
SMILES,LYP phosphatase
O=C(CCCNS(=O)(=O)c1ccc(F)cc1)Nc1ccc(F)cc1,-6%
CC(=O)N1CCN(c2ccc(NC(=O)c3ccc(F)cc3)cc2)CC1,-4%
CCOC(=O)c1cnc(SCC(=O)NNC(=O)c2ccco2)nc1N,-6%
CCn1cc(/C=C(\NC(=O)c2cc(OC)c(OC)c(OC)c2)C(=O)NCCN2CCOCC2)c2ccccc21,-10%
CCCCCn1c(=O)c2ccccc2n2c(=S)[nH]nc12,-5%
CCC(CC)c1nnc(NC(=O)CS(=O)(=O)c2ccc(C)cc2)s1,-4%
O=C(O)COc1cccc(/C=C2/SC(=S)N(Cc3ccccc3)C2=O)c1,-4%
Cc1cc(C)nc(N2CCCC(C(=O)Nc3ccc(F)cc3)C2)n1 (configuration not stated),-7%
O=C(N/N=C/c1cc([N+](=O)[O-])ccc1O)C(O)(c1ccccc1)c1ccccc1,-5%
O=C(O)Cn1cc(/C=N/Nc2ccc([N+](=O)[O-])cn2)c2ccccc21,-1%
CCOCCOc1cccc(C(=O)NC(C)c2ccc3ccccc3c2)c1 (configuration not stated),-1%
Cc1ccc(NC(=O)C2CCN(S(=O)(=O)c3ccc4c(c3)NC(=O)CO4)CC2)cc1,-6%
CCOc1ccc(NC(=O)C2CCCN(c3nc(C)cc(C)n3)C2)cc1 (configuration not stated),-4%
Cc1c(C)c2c(OCC(=O)N[C@@H](C)C(=O)O)cc3c(c2oc1=O)CCC(C)(C)O3,-22%
CCc1ccccc1NC(=O)c1ccc(S(=O)(=O)NCC2CCCO2)cc1 (configuration not stated),-13%
CC(C)n1nccc1N(Cc1ccc(Br)cc1)S(=O)(=O)c1ccccc1,7%
CC(=O)Nc1ccc(NC(=O)CSc2nnc(NC(=O)C3CC3)s2)cc1,-5%
Cn1c(=O)n(C)c2cc(S(=O)(=O)Nc3ccc(F)cc3)ccc21,-5%
Cc1ccccc1OCC(=O)NC(=S)Nc1cccc2cc(O)ccc12,-2%
O=C(/C=C/c1ccc(F)cc1)NCCCn1ccnc1,-7%
COc1cccc(N(C(=O)CNC(=O)c2ccco2)C(C(=O)NC2CCCCC2)c2cccnc2)c1 (configuration not stated),-4%
CCOC(=O)CCCCCN1C(=O)c2cccc3cccc(c23)C1=O,-7%
COc1ccccc1NC(=O)CSc1nncn1N,-12%
COc1cc(/C=C2/CC(C)OC2=O)c([N+](=O)[O-])cc1OC (configuration not stated),-8%
COc1ccc(CNC(=O)CCc2nnc3ccc(NCCCN4CCCC4=O)nn23)cc1,-11%
CCCc1cc(=O)oc2cc(OCC(=O)NCC3CCC(C(=O)O)CC3)ccc12 (configuration not stated),-4%
COc1ccc(C2(c3ccc(OC)cc3)NC(=O)N(CC(=O)N(C)c3ccccc3)C2=O)cc1,6%
Cc1csc(NC(=O)c2ccc(COc3ccccc3)o2)n1,-9%
Cc1[nH]c(=O)[nH]c(=O)c1S(=O)(=O)Nc1ccc(Cl)c([N+](=O)[O-])c1,-7%
CCCN(CC(=O)Nc1ccc(C(N)=O)cc1)CC(=O)Nc1ccc(F)c(F)c1F,-9%
O=C(NCc1ccccn1)Nc1ccc(F)cc1F,-7%
O=C(O)c1ccc(-c2nnc(-c3ccc([N+](=O)[O-])cc3)o2)cc1,-7%
CCCN1C2CCCC1CC(NC(=O)c1ccccc1Br)C2 (configuration not stated),-2%
Cc1ccc(CNC(=O)C2CCN(S(=O)(=O)c3cccs3)CC2)cc1,1%
C#CCn1cnc2c(oc3ccccc32)c1=O,-12%
Cc1cc(C)nc(SCCCNCc2ccc(Br)cc2)n1,-10%
COc1ccc(CCNS(=O)(=O)c2cc3c4c(c2)CC(=O)N4CCC3)cc1,-7%
O=C(NC(Cc1ccccc1)C(=O)O)/C(=C/c1ccc(Br)cc1)NC(=O)c1ccc(Br)o1 (configuration not stated),-7%
Cc1oc(-c2cccc(Cl)c2)nc1CS(=O)(=O)CC(=O)NCCN1CCOCC1,-9%
CC1CCN(S(=O)(=O)c2ccc(C(=O)N3CCOCC3)cc2)CC1,-8%
CCOc1ccc2oc(=O)cc(CN3CCN(C(=O)c4ccco4)CC3)c2c1,-10%
CSCCC(NC(=O)c1ccco1)C(=O)N1CC=C(c2ccccc2)CC1 (configuration not stated),-8%
CC(=O)N1N=C(c2ccco2)CC1c1ccc(Cl)o1 (configuration not stated),4%
Cc1ccc(NC(=O)CSc2ccc(-c3cccnc3)nn2)c(C)c1,-18%
COc1ccc(C(=O)NC(=S)N2CCC(C)CC2)cc1Br,-10%
CC(=O)c1ccc(NC(=O)Nc2cccc3ccccc23)cc1,-4%
CCCCN(CCCNC(=O)c1ccc(CS(=O)(=O)c2c(Cl)cccc2Cl)o1)Cc1ccccc1,-2%
O=C(NCC(=O)N(c1ccccc1F)C(C(=O)NC1CCCC1)c1cccnc1)c1ccco1 (configuration not stated),-11%
CC(C)(C)NC(=O)NC(=O)CN1c2cccc3cccc(c23)S1(=O)=O,2%
COc1ccc(/C=C/C(=O)N2CC(C)OC(C)C2)cc1OC (configuration not stated),-9%
O=C(Oc1ccccc1C(=S)N1CCOCC1)c1cccc([N+](=O)[O-])c1,-13%
Cc1cc(C(=O)N/N=C/c2c(C)[nH]c3ccccc23)n[nH]1,0%
CCCCNC(=O)Nc1ccc2c(c1)N(C)C(=O)c1ccccc1S2,-5%
CSc1ccc(C(=O)NC2CCSc3ccccc32)cc1 (configuration not stated),-1%
Cc1cc(C)cc(C(=O)OCC(=O)N2CCCC2)c1,-2%
CC(C(=O)OCC(=O)c1ccc(F)cc1)N1C(=O)C2C3C=CC(C3)C2C1=O (configuration not stated),0%
COC(=O)/C(C#N)=C/c1c(N2CCN(c3cccc(Cl)c3)CC2)nc2c(C)cccn2c1=O,3%
COc1ccc(NC(=S)NCc2ccc(F)cc2)c(OC)c1,-12%
CC(=O)N(CCc1ccccc1C)Cc1cc2cc(C)ccc2[nH]c1=O,-6%
CC(=O)Nc1ccc(NC(=O)C2CCCN2S(=O)(=O)c2cccc(C(F)(F)F)c2)cc1 (configuration not stated),-7%
# Following part.
SMILES,LYP phosphatase
COc1ccc(CNc2nc(=S)[nH]c3cc(OC)c(OC)cc23)cc1,-1%
CCOC(=O)c1c(-c2ccc(OC)cc2)oc2cc(Br)c(O)cc12,-7%
CC(=O)c1sc(N/N=C/c2cccc([N+](=O)[O-])c2)nc1C,-13%
COc1ccc(N2CCN(C(=O)c3oc4c(c3C)C(=O)CCC4)CC2)cc1,-8%
CC12CCC(C(=O)NNc3ccc([N+](=O)[O-])cc3)(OC1=O)C2(C)C (configuration not stated),-7%
COc1ccc(C(C)NC(=O)C23CC4CC(CC(C4)C2)C3)cc1 (configuration not stated),-3%
O=C(Nc1ccccc1O)c1cccc(NC(=O)c2ccco2)c1,-6%
CCc1ccc(NC(=O)NC(C)c2ccc3c(c2)OCO3)cc1 (configuration not stated),0%
Cc1ccc(CS(=O)Cc2ccc(C(=O)NCc3ccccc3)o2)cc1 (configuration not stated),-2%
CC1CCN(c2ccccc2NC(=O)c2cc([N+](=O)[O-])ccc2N2CCOCC2)CC1,2%
COc1ccc(S(=O)(=O)N2CCC(C(=O)N[C@@H](C)C(=O)NCc3cccc(OC)c3)CC2)cc1,-10%
CCCOc1cccc(C2C(C(=O)c3ccco3)=C(O)C(=O)N2c2nnc(C)s2)c1 (configuration not stated),-3%

# 3 entries out of the list, arranged by molecular weight, descending:
SMILES,LYP phosphatase
CCOC(=O)c1c(-c2ccc(OC)cc2)oc2cc(Br)c(O)cc12,-7%
COc1ccc(N2CCN(C(=O)c3oc4c(c3C)C(=O)CCC4)CC2)cc1,-8%
COc1ccc(C(C)NC(=O)C23CC4CC(CC(C4)C2)C3)cc1 (configuration not stated),-3%

# Next part
SMILES,LYP phosphatase
CCOCc1c(C(=O)Nc2ccc(OC)nc2)oc2ccccc12,-2%
O=C1C2C3C=CC(C2C(=O)N1CCO)C1C(=O)N(CCO)C(=O)C31 (configuration not stated),-7%
CN(C)C(=O)c1cc(C(=O)c2ccccc2F)c[nH]1,-6%
CCN(CC)c1ccc(NC(=O)CCc2nnc3ccc(N4CCCC4)nn23)c(C)c1,-6%
NC(=O)c1ccccc1NC(=O)CC12CC3CC(CC(C3)C1)C2,-3%
O=C(O)c1cc2c(cn1)[nH]c1ccccc12,-8%
O=C(CN(C(=O)CNC(=O)c1cccs1)c1ccccc1F)NC1CCCC1,-3%
CC(C)CCn1cnc2c1c(=O)[nH]c(=O)n2Cc1ccccc1,-4%
CC(=O)N1c2ccc(S(=O)(=O)NCCC(=O)NCc3ccc(Cl)cc3)cc2CC1C (configuration not stated),-12%
O=C(CN1CCCCCC1)NC(c1ccccc1)c1ccccc1,-9%
CC(=O)c1ccc(S(=O)(=O)NC2CCSc3ccccc32)cc1 (configuration not stated),-2%
COCCC(=O)N1CCCC(C(=O)c2ccc(C(F)(F)F)cc2)C1 (configuration not stated),-4%

# Fetched by structure from the entries so far:
SMILES,LYP phosphatase
CC1CCN(c2ccccc2NC(=O)c2cc([N+](=O)[O-])ccc2N2CCOCC2)CC1,2%
CN(C)C(=O)c1cc(C(=O)c2ccccc2F)c[nH]1,-6%
COc1cccc(N(C(=O)CNC(=O)c2ccco2)C(C(=O)NC2CCCCC2)c2cccnc2)c1 (configuration not stated),-4%
CC(=O)Nc1ccc(NC(=O)CSc2nnc(NC(=O)C3CC3)s2)cc1,-5%
O=C(NCc1ccccn1)Nc1ccc(F)cc1F,-7%

# Other records.
SMILES,LYP phosphatase
Cc1ccccc1NC(=O)CSc1nc(-c2ccccc2)cc(=O)[nH]1,-4%
CCOc1ccccc1NC(=O)NC1CCCc2ccccc21 (configuration not stated),-5%
COc1ccc(-c2csc(NC(=O)CN3C(=O)C4CC=CCC4C3=O)n2)cc1OC (configuration not stated),-4%
O=C(CCn1cccn1)Nc1ccc(-c2ccno2)cc1,-8%
O=CN1CCN(C(=S)NC(=O)c2ccc(Cl)cc2)CC1,-11%
O=C(c1ccc(CS(=O)Cc2ccc(Cl)cc2)o1)N1CCN(c2ccccn2)CC1 (configuration not stated),-3%
O=C(CN1CCN(Cc2ccc3c(c2)OCO3)CC1)NCC(F)(F)F,-6%
CCCSc1nc2cc(S(=O)(=O)N3CCOCC3)ccc2n1CC,-6%
COc1ccc(OC)c(NC(=O)c2sc3nc(C)cc(C)c3c2N)c1,-13%
CC(C)Cc1nnc(NC(=O)CCC(=O)NC2CCCCCC2)s1,-11%
CCOC(=O)c1sc(NC(=S)NC(=O)c2cccc(OC)c2)nc1C,3%
Cc1ccc(N(C(=O)CNC(=O)c2cccs2)C(C(=O)NC2CCCC2)c2ccncc2)cc1 (configuration not stated),-5%

# Among those listed so far, these have a nitro group on carbon:
SMILES,LYP phosphatase
O=C(N/N=C/c1cc([N+](=O)[O-])ccc1O)C(O)(c1ccccc1)c1ccccc1,-5%
O=C(O)Cn1cc(/C=N/Nc2ccc([N+](=O)[O-])cn2)c2ccccc21,-1%
COc1cc(/C=C2/CC(C)OC2=O)c([N+](=O)[O-])cc1OC (configuration not stated),-8%
Cc1[nH]c(=O)[nH]c(=O)c1S(=O)(=O)Nc1ccc(Cl)c([N+](=O)[O-])c1,-7%
O=C(O)c1ccc(-c2nnc(-c3ccc([N+](=O)[O-])cc3)o2)cc1,-7%
O=C(Oc1ccccc1C(=S)N1CCOCC1)c1cccc([N+](=O)[O-])c1,-13%
CC(=O)c1sc(N/N=C/c2cccc([N+](=O)[O-])c2)nc1C,-13%
CC12CCC(C(=O)NNc3ccc([N+](=O)[O-])cc3)(OC1=O)C2(C)C (configuration not stated),-7%
CC1CCN(c2ccccc2NC(=O)c2cc([N+](=O)[O-])ccc2N2CCOCC2)CC1,2%

# Other structures.
SMILES,LYP phosphatase
COc1cccc(COCC(O)CN2CCC(C(N)=O)CC2)c1 (configuration not stated),-6%
CS(=O)(=O)c1nc(S(=O)(=O)c2ccc(Cl)cc2)c(NCCN2CCOCC2)s1,-7%
O=C(Nc1ccc(Br)cc1Br)c1cccc2c1C(=O)N(C1CCCCC1)C2,0%
O=[N+]([O-])c1cccc(NC(=S)Nc2nc(-c3ccccc3Cl)cs2)c1,-1%
O=C(Nc1ccc2c(c1)CCC2)Nc1ccccc1Cl,-10%
Cc1ccc(NC(=O)C2CCCN(S(=O)(=O)c3ccc4[nH]c(=O)ccc4c3)C2)nc1 (configuration not stated),-8%
O=C1N=c2ccc(Br)cc2=C1c1sc(=O)[nH]c1O,-2%
COCCN(C(=O)COC(=O)C1(C)CC1(Cl)Cl)c1c(N)n(Cc2ccccc2)c(=O)[nH]c1=O (configuration not stated),-8%
COc1cccc(C(=O)Nc2nnc(S(=O)(=O)N3CCCC3)s2)c1,-10%
COc1ccc(C(=O)NCC(=O)Nc2ccc(-c3ccccc3)cc2)cc1,-10%
Cc1cccnc1NC(=O)CCn1c(=O)oc2ccccc21,-9%
CC(C)NC(=O)C1c2ccccc2Oc2ccccc21,-9%
O=C(O)CCCCCNC(=O)OCC1c2ccccc2-c2ccccc21,-7%
Cc1cccc(/C=N/NC(=O)c2cccc(NC(=O)c3ccccc3)c2)n1,-8%
CCCCN(CC)CCCNC(=O)c1cn(CC(C)C)c(=O)c2c1c1ccccc1n2C,-5%
C=C1C(=O)O[C@H]2[C@H]1[C@@H](O)CC(=C)[C@@H]1CC(=O)[C@@H](C)[C@H]21,-8%
CC(=O)n1cc(CO)c2ccccc21,-12%
NC(=S)N/N=C/c1ccc(OC(=O)c2cccnc2)cc1,-4%
C/C(=N/NC(=O)CCc1ccccc1)c1ccc2c(c1)OCO2,-7%
CC(=O)N1CCC(=NNC(=O)c2cc3ccccc3cc2O)CC1,-7%
CCOc1ccccc1Oc1cn[nH]c1-c1ccc(OCC(=O)NN)cc1O,-5%
CCOC(=O)C1(Cc2cccc(Cl)c2)CCCN(C(=O)c2occc2C)C1 (configuration not stated),-5%
CCOc1ccc(Cl)cc1S(=O)(=O)N1CCC(C(=O)NCc2ccncc2)CC1,-2%
O=C1CCN(Cc2ccccc2)CCN1[C@H](CO)Cc1ccccc1,-9%
Nc1nc2ccccc2n1CCOc1ccc(F)cc1,-6%
Cc1ccc(C(C)NC(=O)c2ccc3c(c2)OCCO3)cc1C (configuration not stated),-13%
Cc1cc(NC(=O)COc2ccccc2)ccc1Cl,1%
Cn1c(=O)c(C(=O)NCc2ccc(F)cc2)c(O)c2ccccc21,-4%
Cc1ccc(S(=O)(=O)NCC(=O)N2CCOCCOCCOCC2)cc1,-11%
Cc1ccc(NC(=O)C2(S(=O)(=O)c3ccc(Cl)cc3)CC2)cc1,-7%
Cc1c(N(C)C(=O)COc2ccc3ccccc3c2)c(=O)n(-c2ccccc2)n1C,-3%

# Only part of the results is shown; the hit share may differ from the screen's.
